Screens (PubChem)
HSF1 inhib = HSF1 inhibitors in luciferase reporter cells, primary screen, cell-based, NIH3T3, luminescence | NIH3T3-HGL HSE-luciferase, MG132-induced, luminescence 8 h; stronger effect = lower value | AID 2098, 2009 | hit rate 0.77% among 300,000 | activity change, negative = inhibition, % at 7.5 µM (by protocol);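 active = more than half of replicate wells show activity change below -50%, luminescence cut by over half; inconclusive = some wells, but at most half, below -50%; inactive = no replicate well below -50%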;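 also: luciferase reports HSF-1 transcriptional activity via heat shock element; 0% = median of DMSO wells and -100% = zero luminescence signal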
AI-2 QS mod = Vibrio harveyi AI-2 quorum sensing modulators, primary screen, JMH597 strain, luminescence/OD600 ratio; activity change, % at 7.5 µM; AID 2094, 2009; Vibrio harveyi JMH597 AI-2 luminescence/OD600 ratio, 9 h; stronger effect = lower value; strain lacks LuxN and CqsS sensors; 0 = neutral-control median; hit rate 0.4% among 300,000; in the data active = activity change below about -75%, passing the limit was not always enough; inconclusive = no clear call, values can overlap the other calls;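 also: luminescence divided by OD600 gain over 9 h not by final OD600 alone; inactives centre near 13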
HSP90 inh = HSP90 inhibitors, primary screen, cell lysate, luminescence; Heat shock protein HSP 90 (rabbit reticulocyte lysate; luciferase refolding); Rabbit reticulocyte lysate, luciferase refolding luminescence, 3 h; inhibition, % at 5.6 µM; hit rate 0.91% among 290,000; AID 1789, 2009;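 active = inhibition above the screen-wide mean plus 3 SD, computed separately per campaign, cut at about 16% in these data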;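 also: 0% = DMSO wells and 100% = 60 µM geldanamycin wells; inhibitors lower the luminescence because luciferase stays unfolded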
PolyA inh = polyadenylation inhibitors in yeast reporter cells, primary screen, luminescence, S. cerevisiae; S. cerevisiae SKY197-pL101 polyadenylation reporter, beta-gal luminescence; efflux-impaired pdr1/pdr3 knockout yeast; score 100 = 6 SD above DMSO; calls only at 12 µM; hit rate 0.02% among 300,000; AID 1875, 2009;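 active = lowest replicate activity score at least 50, where 100 means six control SD above control mean; inconclusive = lowest score under 50 but half or more replicates reach 50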;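 also: yeast exposed to compound for 9 h at 30 °C; higher score means more reporter readthrough which indicates perturbed polyadenylation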
GSK3A inh = blockers of GSK3A enzyme activity – biochemical, luminescence, cell-free homogeneous, HTS, primary screen | hit rate 0.1% among 320,000 | GSK-3 alpha kinase, ADP-Glo luminescence, 60 min | inhibition, % at 10 µM;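 in the data active = inhibition above about 50%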;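 also: GST-tagged GSK-3 alpha with peptide substrate and 25 µM ATP; 0% = DMSO neutral wells and 100% = GW8510 positive control wells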
Target sequence (P49840 whole entry, looked up): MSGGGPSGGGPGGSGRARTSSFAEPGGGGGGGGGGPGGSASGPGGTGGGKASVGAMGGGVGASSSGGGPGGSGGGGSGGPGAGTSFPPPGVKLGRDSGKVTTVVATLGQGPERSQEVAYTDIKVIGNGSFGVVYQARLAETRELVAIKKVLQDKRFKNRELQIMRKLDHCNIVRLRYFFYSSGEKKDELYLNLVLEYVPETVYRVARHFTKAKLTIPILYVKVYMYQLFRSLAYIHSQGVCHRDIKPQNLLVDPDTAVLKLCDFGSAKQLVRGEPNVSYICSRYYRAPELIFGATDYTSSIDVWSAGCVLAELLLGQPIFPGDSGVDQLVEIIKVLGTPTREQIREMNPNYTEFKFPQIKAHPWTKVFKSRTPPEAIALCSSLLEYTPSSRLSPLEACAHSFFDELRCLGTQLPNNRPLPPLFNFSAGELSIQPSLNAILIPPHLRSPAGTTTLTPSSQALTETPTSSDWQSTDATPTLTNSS
HSF-1 act = HSF-1 activators, primary screen, NIH3T3-HGL cells, MG132 stress, luminescence, single point; activation, % at 9 µM; NIH3T3-HGL HSF-1 luciferase reporter, 8 h; 100% = twice DMSO control signal; hit rate 1.7% among 300,000;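 active = mean replicate activation of at least 50% with a set share of replicates each reaching 50%; inconclusive = only one of those two conditions met; inactive = mean below 50% and too few replicates reaching it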;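 also: 0% = median of the neutral control wells and 100% = twice that signal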
Dyrk1A ADPGlo = rat Dyrk1A kinase inhibitors, primary screen, biochemical, single point, plate reader; Dual specificity tyrosine-phosphorylation-regulated kinase 1A (Rattus norvegicus), Q63470; ADP-Glo luminescence, NFATc1 peptide; inhibition, % at 12.5 µM; hit rate 0.43% among 310,000; in the data active = inhibition above about 50%;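 also: plate controls were vehicle with enzyme for no effect and no enzyme for full effect; many of its hits are not listed in these tables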
HDAC3 inhib = HDAC3 deacetylase inhibitors, primary screen, biochemical, fluorescence, cell-free homogeneous; Histone deacetylase 3 (Homo sapiens), O15379; recombinant HDAC3, fluorogenic peptide/trypsin coupled; inhibition, % at 8.3 µM; hit rate 0.15% among 320,000; in the data active = inhibition above about 26%, passing the limit was not always enough; inconclusive = no clear call, values can overlap the other calls
Target sequence (O15379 whole entry, looked up): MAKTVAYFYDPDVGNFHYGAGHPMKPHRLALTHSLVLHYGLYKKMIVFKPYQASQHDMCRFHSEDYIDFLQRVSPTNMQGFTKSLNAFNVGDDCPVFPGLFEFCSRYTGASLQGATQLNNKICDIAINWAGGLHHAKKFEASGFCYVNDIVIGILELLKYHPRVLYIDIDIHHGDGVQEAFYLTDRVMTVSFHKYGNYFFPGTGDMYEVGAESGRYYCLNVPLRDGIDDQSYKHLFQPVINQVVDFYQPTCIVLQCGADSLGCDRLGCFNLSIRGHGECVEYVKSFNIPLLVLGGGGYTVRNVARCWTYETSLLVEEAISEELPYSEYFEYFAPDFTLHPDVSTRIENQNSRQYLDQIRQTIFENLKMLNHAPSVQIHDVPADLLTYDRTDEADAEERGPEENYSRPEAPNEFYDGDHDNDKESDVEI
Platelet DG rel = inhibitors of platelet dense granule secretion, primary screen, cell-based, MLPCN, human platelets; inhibition, %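 (compounds screened at 7.5 µM in platelet-rich plasma)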; hit rate 0.22% among 300,000; AID 1663, 2009; human platelet-rich plasma, SFLLRN dense granule ATP release, luminescence;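 active = mean replicate score, as percent of positive control, at or above 50; inconclusive = mean below 50 but at least one replicate at or above 50; inactive = mean and every replicate below 50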
GSK3beta inhib = human GSK3beta kinase inhibitors, primary screen, biochemical, cell-free homogeneous, HTS | GST-GSK3beta kinase, ADP-Glo luminescence, 60 min; stronger effect = lower value | activity score (negative = inhibition), % at 10 µM | hit rate 0.038% among 300,000;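 active = more than half of replicate wells score below -50%, meaning over 50% inhibition versus plate controls; inconclusive = some replicates but at most half score below -50%; inactive = no replicate scores below -50%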;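 also: 0% = median DMSO wells and -100% = median GW8510 positive control wells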
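test system = GST-tagged human GSK3beta kinase, cell-free | reagent = 25 µM ATP with peptide substrate | dosing = one dose of 10 µM per compound | schedule = 60 min reaction, RT | detection = luminescent ADP-Glo measurement of ADP formed | control set = DMSO neutral wells and GW8510 at 20 µM as positive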
Active calls of the source: *; i = inactive; u = inconclusive; x = no result given; & = joins results of further samples.

No.	Compound	HSF1 inhib	AI-2 QS mod	HSP90 inh	PolyA inh	GSK3A inh	HSF-1 act	Dyrk1A ADPGlo	HDAC3 inhib	Platelet DG rel	GSK3beta inhib
1	CCC(=O)Nc1cccc(C2=NOC3(C2)C[C@@H](C(N)=O)N(C(=O)c2ccc(OC)cc2)C3)c1 (some centres undefined)	-2	13	x	i	0	-13	16	10	1	-3
2	COc1cc(/C=C/c2cccc[n+]2C)ccc1OCC(=O)Nc1ccccc1	-4	20	2	i	2	2	-6	3	2	-3
3	O=C(NC(N1CCOCC1)C(Cl)(Cl)Cl)c1ccco1 (centres undefined)	3	-2	-1	i	-2	-12	0	-2	-8	5
4	COc1cccc(N2CC(O)Cn3c2nc2c3c(=O)n(CCCc3ccccc3)c(=O)n2C)c1 (centres undefined)	1	10	-3	i	0	7	6	4	8	2
5	S=c1nccc(-c2ccc3c(c2)CCO3)[nH]1	1	11	0	i	-2	-21	17	4	8	2
6	COc1ccccc1N(CC(=O)NC1CCCCC1)C(=O)c1csnn1	2	0	-1	i	-5	7	-1	2	6	0
7	NC1=NC(=O)/C(=C\c2ccco2)S1	-12	26	-1	i	3	-19	47	4	-7	-1
8	COc1ccc(-c2nnc(CSc3nc4ccccc4c(=O)n3C)o2)cc1OC	11	28	-4	i	0	45	-7	-3	6	1
9	O=C(NCc1ccccc1)C1CCCN1S(=O)(=O)c1cccc2cccnc12 (centres undefined)	-4	17	5	i	-3	-7	6	2	5	2
10	Cc1cccc(N2CCN(C(=O)Cc3ccc(-n4c(=O)[nH]c5ccsc5c4=O)cc3)CC2C)c1 (centres undefined)	1	10	-3	i	-2	-1	12	2	2	-1
11	CN1CCN(c2ccccc2NC(=O)Cc2ccc(Cl)cc2)CC1	-5	12	10	i	0	-5	-9	u	3	3
12	COc1ccc(OC)c(CN2CCCC(C(=O)c3ccccc3SC)C2)c1 (centres undefined)	-9	2	0	i	5	-2	3	4	0	-2
13	Cc1c(C(=O)N2CCN(c3ncccn3)CC2)sc2nc3n(c(=O)c12)CCCC3	0	3	1	i	-3	11	5	3	3	-1
14	COc1ccccc1OCCCCCCN1CCN(C)CC1	-3	22	x	i	0	-4	-4	-2	-12	3
15	CC(C)c1ccc(/C=C/C(=O)O)cc1	x	19	9	i	-5	x	-1	-1	2	-2
16	Cc1ccccc1Nc1nc(NCc2ccco2)c2ccccc2n1	-5	-11	7	i	4	18	x	5	13	4

Entries from the list above with an aryl thioether with sulfur outside any ring:
No.	Compound	HSF1 inhib	AI-2 QS mod	HSP90 inh	PolyA inh	GSK3A inh	HSF-1 act	Dyrk1A ADPGlo	HDAC3 inhib	Platelet DG rel	GSK3beta inhib
8	COc1ccc(-c2nnc(CSc3nc4ccccc4c(=O)n3C)o2)cc1OC	11	28	-4	i	0	45	-7	-3	6	1
12	COc1ccc(OC)c(CN2CCCC(C(=O)c3ccccc3SC)C2)c1 (centres undefined)	-9	2	0	i	5	-2	3	4	0	-2

New compounds follow
No.	Compound	HSF1 inhib	AI-2 QS mod	HSP90 inh	PolyA inh	GSK3A inh	HSF-1 act	Dyrk1A ADPGlo	HDAC3 inhib	Platelet DG rel	GSK3beta inhib
17	O=C(Nc1cccc(Cl)c1)c1cc([N+](=O)[O-])ccc1N1CCN(CCO)CC1	13	7	-6	i	-2	33	2	2	-1	-2
18	O=C(Nc1cc(C(=O)N2CCCC2)ccc1N1CCCC1)c1ccccc1	-5	3	-3	i	-4	-4	-7	8	14	-3
19	Nn1c(SCC(=O)Nc2ccc3c(c2)OCCO3)nnc1-c1ccncc1	2	23	-2	i	1	-2	-1	-1	2	5
20	OCCC1CN(CCCc2ccccc2)CCN1CCc1ccccc1 (centres undefined)	-4	1	2	i	x	1	6	-1	6	-21
21	CC1CCCC(C)N1c1ccc(S(=O)(=O)N2CCOCC2)cc1Cl (centres undefined)	1	10	-2	i	-1	-3	-3	-9	-6	4
22	CCOC(=O)c1c(C)nc(C)c(C(=O)OCC)c1-c1ccc(OC)cc1	-10	6	6&2	i	3	-24	0	6	5	-4
23	COc1cccc(/C=N/NC(=S)NC2CC3CCC2C3)c1OC (centres undefined)	2	8	2	i	-10	12	0	3	3	-1
24	O=C1CCN(Cc2ccc(O)cc2)CCN1CCO	0	20	-2	i	-2	-14	-12	7	-1	-1
25	CC(OC(=O)c1cccnc1SCc1cc(=O)n2ccccc2n1)c1ccccn1 (centres undefined)	0	18	4	i	7	1	-3	-1	13	4
26	CCOc1ccc(N(CC(=O)NC(C(C)C)C(C)C)S(=O)(=O)c2ccc(OC)c(OC)c2)cc1	-7	13	2	i	-1	26	-1	0	-3	-1
27	COc1ccccc1C(=O)NCCC(=O)N(Cc1ccco1)Cc1cccs1	0	8	-1	i	-1	1	16	8	4	0
28	O=C(c1ccc(OC2CCN(Cc3ccccn3)CC2)cc1)N1CCCC(O)C1 (centres undefined)	-4	20	-1	i	-2	-9	8	0	5	3
29	O=C(CCn1c(=O)c2cccn2c2cccnc21)N1CCN(c2cccc(Cl)c2)CC1	-4	0	0	i	-1	-2	2	-1	6	0
30	Fc1cc(F)c(NC(=S)N2CCOCC2)c(F)c1	0	-1	-1	i	-1	-6	-4	-2	-2	0
31	COC(=O)c1cccc(COC(=O)c2cccnc2SC)c1	-2	16	-1	i	2	9	-2	-7	-8	-1
32	Cc1ccc(CCCOC(=O)C[N+]2(C)CCOCC2)cc1	-10	1	-2	i	-2	-38	3	-5	x	-1
33	CC(C)c1ccc(CNc2ncc(Br)cn2)cc1	22	5	-5	i	-1	30	5	2	15	-4
34	O=C(c1ccc2c(=O)n3c(nc2c1)CCCCC3)N1CCN(c2ccc(F)cc2)CC1	6	45	0	i	-2	12	4	x	1	2
35	N#Cc1cc(-c2ccccc2)nnc1Sc1ccc(F)cc1	-4	4	-2	i	-2	-9	4	0	7	2
36	COc1cccc(NC(=O)C(=O)NCCCn2ccnc2)c1	6	28	-2	i	-9	5	6	u	9	-4
37	COc1ccc(/C=N/NC(=O)c2cccc(C(F)(F)F)c2)cc1	7	7	-3	i	-4	0	3	-1	6	-3
38	CC(C)Cc1nnc(NC(=O)C23CC4CC(CC(C4)C2)C3)s1	-2	20	0	i	1	29	-2	5	-1	2
39	COc1ccc(C(=O)NCc2nnc(SCC(=O)c3ccccc3)n2C)cc1	10	9	3	i	-1	41	x	3	-3	1
40	CCOC(=O)c1nc2cc3n(c(C)c-2c1C)C(C)C(C)=C3C (centres undefined)	x	6	1	x	-2	x	23	-39	x	-1
41	Cc1cc(N/N=C/c2ccc(F)cc2)nc(-n2nc(C)cc2C)n1	2	19	4	i	-3	-3	x	1	3	1
42	CC1(CCc2ccccc2)NC(=O)N(CC(=O)O)C1=O (centres undefined)	-13	-8	3	i	-5	-37	0	-6	3	0
43	COC(=O)[C@@H]1C[C@@]2(O)[C@H](O)[C@H](O)[C@H](O)C[C@H]2N1CC1CC1	-6	14	x	i	-3	-2	8	0	-1	1
44	CC(=O)Nc1ccc(NC(=O)/C=C/c2cccc(C(F)(F)F)c2)cc1	-9	34	-1	i	-1	5	-3	-3	-9	-1
45	CSCCC(NS(=O)(=O)c1ccc(Cl)cc1)C(=O)OCC(=O)N(C(C)C)C(C)C (centres undefined)	13	26	4	x	-3	24	9	-3	1	1
46	COc1ccc(-c2cc3c(=O)n(CC(=O)NCCCc4ccccc4)ncn3n2)cc1	20	20	8	i	-1	33	4	9	4	2
47	CCOc1ccc(S(=O)(=O)N(C)CCO)cc1-c1nc2c(C(C)(C)C)nn(C)c2c(=O)[nH]1	5	14	-4	i	0	14	22	4	-8	-23
48	CCc1ccc(-c2csc(NC(=O)c3cccnc3)n2)cc1	4	0	-2	i	-1	21	0	-2	-1	1

Compound profiles, as listed above.
Results for `CC1(CCc2ccccc2)NC(=O)N(CC(=O)O)C1=O` (centres undefined) : HSF1 inhib = -13; AI-2 QS mod = -8; HSP90 inh = 3; PolyA inh = i; GSK3A inh = -5; HSF-1 act = -37; Dyrk1A ADPGlo = 0; HDAC3 inhib = -6; Platelet DG rel = 3; GSK3beta inhib = 0
Results for `CCc1ccc(-c2csc(NC(=O)c3cccnc3)n2)cc1` : HSF1 inhib = 4; AI-2 QS mod = 0; HSP90 inh = -2; PolyA inh = i; GSK3A inh = -1; HSF-1 act = 21; Dyrk1A ADPGlo = 0; HDAC3 inhib = -2; Platelet DG rel = -1; GSK3beta inhib = 1

Carrying on.
No.	Compound	HSF1 inhib	AI-2 QS mod	HSP90 inh	PolyA inh	GSK3A inh	HSF-1 act	Dyrk1A ADPGlo	HDAC3 inhib	Platelet DG rel	GSK3beta inhib
49	CSc1ccccc1OCc1cc(C(=O)NCc2csc(C(C)C)n2)no1	8	23	-6	i	0	1	9	-2	9	-2
50	CCOC(=O)N1CCN(Cc2nc3cc(NC(=O)c4ccco4)ccc3n2C)CC1	16	-2	2	i	1	17	-6	4	4	-5
51	O=C1c2cccc([N+](=O)[O-])c2C(=O)N1c1ccccc1	2	10	0	i	x	18	0	1	9	-1
52	CN(c1cccc(NC(=O)c2ccccc2N(Cc2ccccc2)S(C)(=O)=O)c1)S(C)(=O)=O	-5	7	-1	i	x	-7	-2	-1	4	2
53	Cc1ccccc1Cn1ccc(NC(=O)c2nn(C)cc2[N+](=O)[O-])n1	28	10	4	i	-2	41	-3	6	5	0
54	COc1cc(O)c(C(CCN2CCOCC2)c2cc(OC)c(OC)c(OC)c2)c(OC)c1 (centres undefined)	6	-7	x	i	-4	-11	x	-5	1	-1
55	CCc1nnc(NC(=O)CCC(=O)NCCc2ccccc2)s1	-6	24	-2	i	-1	-14	3	0	-32	1
56	CCOc1ccccc1NC(=O)CSc1nc2ccccc2nc1N1CCOCC1	7	24	-1	i	-1	23	7	5	-2	2

An excerpt; count on the stated rates, not on these rows.
